FEN1 inhibitor – qHTS Assay for the Inhibitors of Human Flap endonuclease 1 (FEN1) | Recombinant FEN1 flap cleavage, fluorescence, 15 min | Potency, µM (series often up to 114 µM), for the others: top-dose activity change, negative = inhibition, most hits filed as inhibitors | 390,000 tested, 0.35% active | AID 588795, 2011; note: nearly all actives have a fitted effect of over 65% in size
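FEN1 at 10 nM preincubated with compounds 15 min at room temperature, then flap DNA substrate added at 50 nM final. Signal read at 0 and 15 min; concentration-response fitted with four-parameter Hill equation.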
TDP1 cell CPT – qHTS for Inhibitors of human tyrosyl-DNA phosphodiesterase 1 (TDP1): qHTS in cells in presence of CPT; chicken DT40 Tdp1-/-;hTDP1 cells + 20 nM CPT, ATP luminescence, 48 h; Potency, µM (top dose mostly 46.2 µM), for the others: top-dose activity change, negative = growth inhibition, hits mostly inhibitors; 420,000 tested, 12% active; AID 686979, 2013; note: nearly all actives have a fitted effect of over 55% in size
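Chicken DT40 Tdp1-/- cells stably complemented with human TDP1 were seeded at 400 cells/well in medium containing 20 nM camptothecin, exposed to pin-transferred compounds, and grown at 37 °C for at least 48 hr. Viability was read as ATP luminescence.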
GCN5L2 inh – qHTS Assay for Inhibitors of GCN5L2; Potency, µM (doses to about 58.9 µM), without a hit: at the top dose activity change, negative = inhibition, hits mostly inhibitors; AID 504327, 2011; Histone acetyltransferase KAT2A (Homo sapiens), Q92830; 390,000 tested, 0.21% active; GCN5L2 HAT assay, ThioGlo1 CoA-SH fluorescence
Target sequence (Q92830 whole entry, looked up): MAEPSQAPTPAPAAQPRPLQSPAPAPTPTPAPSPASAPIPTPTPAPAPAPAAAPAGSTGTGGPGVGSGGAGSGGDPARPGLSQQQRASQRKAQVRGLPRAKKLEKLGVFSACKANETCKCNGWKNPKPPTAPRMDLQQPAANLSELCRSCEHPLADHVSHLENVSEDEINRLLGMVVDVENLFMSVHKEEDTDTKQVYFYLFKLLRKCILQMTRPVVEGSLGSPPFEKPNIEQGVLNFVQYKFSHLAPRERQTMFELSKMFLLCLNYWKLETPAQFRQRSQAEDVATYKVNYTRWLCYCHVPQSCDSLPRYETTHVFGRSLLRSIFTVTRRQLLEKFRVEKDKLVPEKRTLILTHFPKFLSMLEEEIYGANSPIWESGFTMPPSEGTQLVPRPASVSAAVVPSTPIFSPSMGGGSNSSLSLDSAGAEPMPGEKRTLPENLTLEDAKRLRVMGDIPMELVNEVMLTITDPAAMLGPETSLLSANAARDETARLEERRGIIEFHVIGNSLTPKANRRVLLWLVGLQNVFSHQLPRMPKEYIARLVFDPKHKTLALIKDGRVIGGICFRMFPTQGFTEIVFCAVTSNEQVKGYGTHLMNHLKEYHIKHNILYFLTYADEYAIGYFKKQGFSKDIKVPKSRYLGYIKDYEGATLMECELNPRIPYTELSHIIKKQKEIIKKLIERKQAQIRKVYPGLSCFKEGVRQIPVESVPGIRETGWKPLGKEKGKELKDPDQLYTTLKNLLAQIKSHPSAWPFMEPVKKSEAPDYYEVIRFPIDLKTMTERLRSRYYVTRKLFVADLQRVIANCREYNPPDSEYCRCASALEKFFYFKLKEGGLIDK
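Compounds, pin-transferred from DMSO stocks, meet 20nM GCN5L2 for 15 min before the reaction begins with H3(1-25) peptide (75uM) and acetyl-CoA (70uM). Thiol-reactive ThioGlo1 reports CoA release over 20 min at room temperature.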
The depositor's hits bear a star; ? = inconclusive; nt = not tested or not shown; & = joins results of further samples; [ ] = dose if it differs, or a comment. Calls come from the whole dose curve; as a rule, active = well fitted curve in the direction sought with a large enough effect; inconclusive = small, poorly fitted or top-dose-only effect, or another doubt; inactive = no such curve, though single readings can be large; an effect the other way counts as inactive or inconclusive. % is set by controls: 0 for no effect and ±100 for the full control effect; potency is the fitted concentration of half-maximal effect. A portion of the library; count on the stated rates, not on these rows.

SMILES | FEN1 inhibitor | TDP1 cell CPT | GCN5L2 inh
CCc1nnc(SCc2ccc(OC(C)C)cc2)n1N | 2% | -10% | 26%
Cc1cc(C)c(NC(=O)CSc2nc(COc3ccccc3)nc3ccccc23)c(C)c1 | -16% | 23µM* | -9%
O=C(O/N=C\c1ccc(N2CCOCC2)c([N+](=O)[O-])c1)c1ccccc1Cl | -7% | -3% | -10%
CCc1cc(C(=O)OC)c(NC(=O)CC2SC(N)=NC2=O)s1 (stereo not given) | 15% | -3% | -1%
CCOc1ccc(-n2ccnc2SCC(=O)Nc2ccc3c(c2)OCO3)cc1 | -10% | 4% | -2%
C[C@H](NC(=O)c1nc[nH]c1C(=O)N[C@@H](Cc1ccccc1)C(=O)OCc1ccccc1)c1ccccc1 | -24% | ? | -11%
COc1ccc(CCNS(=O)(=O)c2cn(C)cn2)cc1OC | 1% | -1% | -4%
O=C(NC1CCN(S(=O)(=O)c2ccc(Cl)cc2)CC1)c1cccnc1 | -1% | -11% | -4%
N#Cc1c2c(c(-n3cnc4ccccc43)n3c1nc1ccccc13)CCC2 | 18% | ? | -5%
CC(C)CCNC(=O)C1CCN(C(=O)N2CCOc3ccc(Cl)cc32)CC1 | 12% | 26µM* | -8%
Cc1ccnc(NC(=O)C2CCN(S(=O)(=O)c3ccc4c(c3)CC(C)N4C(=O)C3CCC3)CC2)c1 (stereo not given) | -11% | ? | -23%
CC(C)NC(=O)N(O)C1N(Cc2ccc3c(c2)OCO3)C(=S)SC1(C)C (stereo not given) | 3% | ? | -6%
NC(=O)c1ccc(NC(=O)CN2C(=O)NC(c3ccccc3)(c3ccccc3)C2=O)cc1 | -16% | 4% | 1%
Cc1cc2nncn2c2ccccc12 | -7% | 8% | -2%
CN(C)c1nc(NCc2ccccc2)nc(N/N=C/c2cccc(Br)c2)n1 | -18% | 5.8µM* | -1%
Cc1cc(NC(=O)c2ccc(Br)c(S(=O)(=O)N3CCCC3)c2)no1 | -16% | ? | -1%
CCCCCn1c(CN2CCCCC2CC)nc2c1c(=O)n(C)c(=O)n2C (stereo not given) | 0% | ? | 0%
O=C(c1ccc(S(=O)(=O)N2CCCC2)cc1)N1CCN(c2ccccc2F)CC1 | 0% | ? | -16%
C=CCn1c(=NC(=O)C2COc3ccccc3O2)sc2cccc(OC)c21 (stereo not given) | 16% | ? | -6%
O=C(c1ccc(CNS(=O)(=O)c2cccc(Cl)c2)cc1)N1CCCC1 | -11% | 2% | -14%
COc1ccc(NC(=O)C(=O)NCC2(c3ccc(OC)c(OC)c3)CCCC2)cc1 | 3% | -28% | -3%
CCN(c1cccc(C)c1)S(=O)(=O)c1ccc(N2CCCCS2(=O)=O)cc1 | -1% | 13µM* | -2%
CSc1ncccc1C(=O)OCC(=O)C(C)(C)C | 20% | 7% | -2%
CCN(CC(=O)NCc1cccs1)CC(=O)Nc1ccccc1C | 1% | -5% | -1%
CCCCC#Cc1nc(NC)c2ncn([C@@H]3O[C@@H](CO)[C@H](O)[C@H]3O)c2n1 | nt | -10% | -6%
Cc1cc(=O)oc2c3c(cc(OCC(=O)Nc4ccc(CCO)cc4)c12)OC(C)(C)CC3 | -23% | ? | -25%
CC(=O)Nc1cccc(OCCCNS(=O)(=O)c2ccc(F)cc2)c1 | -4% | ? | 3%
CCOc1ccc(C(=O)NC(Cc2ccccc2)C(=O)OC)cc1 (stereo not given) | 0% | -22% | -9%
CC(C)(C)[C@@H]1C=C(C(=O)N2CCOCC2)O[C@H](OCc2ccc(CO)cc2)C1 | -4% | ? | -5%
CN(C)c1ccc(Cl)cc1N | 14% | 5% | -12%
CCSc1nnc(N)s1 | 3% | -22% | 0%
COc1cc2c(C(=O)N3CCN(c4cccc(C)c4)C(C)C3)cn(CC(C)C)c(=O)c2cc1OC (stereo not given) | 3% | 15µM* | -4%
CCc1ccc(NC(=O)CSc2nc(=O)n(CCCN3CCOCC3)c3c2CCC3)cc1 | -1% | 7% | 1%
O=C(NCC(c1ccco1)N1CCCCC1)c1cccs1 (stereo not given) | 13% | -1% | -1%
COc1cc(OC)cc(C(=O)Nc2ccc(C(=O)Nc3ccccc3OC)cc2)c1 | -20% | ? | -12%
Cc1nc2ccccc2n1CCc1nc2c3ccccc3nc(SCc3ccc(F)cc3)n2n1 | 20% | -23% | 0%
COc1ccc(NC(=O)N(C)C[C@H]2Oc3c(NC(=O)C4CC4)cccc3C(=O)N([C@H](C)CO)C[C@@H]2C)cc1 | 10% | 13% | -1%
COc1ccc(/C=C2\CCCC3C2=NN(C(=O)c2scnc2C)C3c2ccc(OC)cc2)cc1 (stereo not given) | -18% | ? | -6%
CCOc1ccc(NC(=O)Nc2cccc(C)n2)cc1 | 3%&-8% | -4%&4% | 21%&-6%
CCc1sc(C(=O)NCCc2ccc(S(N)(=O)=O)cc2)cc1C | 3% | -5% | -2%
CSc1nc(SCC(=O)NC(c2ccccc2)c2ccccc2)c2c3c(sc2n1)CN(C)CC3 | -11% | ? | -10%
COc1cc2c(cc1OC)C1(CCCCC1)CN(C)C2 | 41%[activator] | 22% | -1%
CCOc1ccc(-c2c(C(=O)N/N=C/c3ccc(C)o3)nnn2-c2nonc2N)cc1 | -19% | -2% | -2%
C=CCN1CC(c2nc3ccccc3n2Cc2ccccc2)CC1=O (stereo not given) | 8% | -16% | 0%
CC(=O)Nc1ccc(NC(=O)C(=O)c2cn(CC(=O)N3CCCCC3)c3ccccc23)cc1 | 3% | -10% | -11%
N#C/C(=C/c1ccco1)C(N)=S | -5% | ? | ?
CCN(CC)CCNc1nc2c(c(=O)n(C)c(=O)n2C)n1C/C=C(/C)Cl | 8% | -18% | 3%
Cc1cc(N2CCCC(C(=O)Nc3ccc4c(c3)CCC4)C2)n2ncnc2n1 (stereo not given) | -11% | ? | -1%
CN1CCN(/C=N/c2sc3c(c2C#N)CCCCC3)CC1 | 7% | ? | -3%
Cn1c(-c2ccc(Cl)nc2)nc2ccccc21 | -8% | 5% | 2%
CC(C)(C)NC(=O)NC(=O)CN1CCN(S(=O)(=O)c2ccccc2)CC1 | -2% | 13% | -10%
Cc1ccc(OCC(=O)NNC(=O)CCC(=O)NCc2ccccc2)cc1 | -1% | -14% | -1%
COc1ccccc1C1/C(=C(/O)c2ccc(C)cc2)C(=O)C(=O)N1Cc1ccco1 (stereo not given) | -5% | 12% | 5%
CCOc1ccc(S(=O)(=O)NC(C)C(=O)NCc2ccc3c(c2)OCO3)cc1 (stereo not given) | 13% | -36% | -7%
O=C(NCC1CCCO1)c1c(O)c2ccccc2[nH]c1=O (stereo not given) | 8% | -2% | 0%
Cc1cc(C(=O)COC(=O)CC2Sc3ccccc3NC2=O)c(C)n1-c1ccc2c(c1)OCO2 (stereo not given) | -2% | ? | -16%
Cc1ccc(C)c(NS(=O)(=O)c2ccccc2C)c1 | -2% | 5% | 0%
Cc1c(CCO)sc[n+]1CC(=O)c1ccc2ccccc2c1 | -4% | ? | nt
Fc1ccccc1NC(=S)N/N=C/c1ccccc1Br | -5% | ? | -3%
CCc1nc(SCC(=O)Nc2ccccc2C(=O)OC)n[nH]1 | 0% | 1% | 0%

Entries of single compounds as entered above. Screens in order: FEN1 inhibitor, TDP1 cell CPT, GCN5L2 inh
CC(C)(C)[C@@H]1C=C(C(=O)N2CCOCC2)O[C@H](OCc2ccc(CO)cc2)C1 in the list: -4%, ?, -5%
CCSc1nnc(N)s1 in the list: 3%, -22%, 0%
CC(=O)Nc1cccc(OCCCNS(=O)(=O)c2ccc(F)cc2)c1 in the list: -4%, ?, 3%
COc1cc(OC)cc(C(=O)Nc2ccc(C(=O)Nc3ccccc3OC)cc2)c1 in the list: -20%, ?, -12%
COc1ccc(/C=C2\CCCC3C2=NN(C(=O)c2scnc2C)C3c2ccc(OC)cc2)cc1 (stereo not given) in the list: -18%, ?, -6%

Continuation.
SMILES | FEN1 inhibitor | TDP1 cell CPT | GCN5L2 inh
COc1cc(Cl)c(C)cc1NC(=O)COC(=O)/C=C/c1c(C)nn(C2CCS(=O)(=O)C2)c1Cl (stereo not given) | 2% | 7% | -2%
O=C(NN1CC(C(=O)OCc2ccccc2F)CC1=O)c1ccccc1 (stereo not given) | 15% | -8% | -10%
COCc1cc(C)nc(SCc2ccc(F)cc2)c1C#N | 1% | ? | -3%
CCCc1n[nH]c(=O)[nH]1 | 11% | -5% | 1%
CC1CCN(C(=O)CSc2nc(-c3ccc(F)cc3)cc(C(F)(F)F)n2)CC1 | 5% | 21µM* | -5%
COc1ccccc1N(CC(=O)N1CCc2ccccc2C1)S(C)(=O)=O | -9% | 7% | -6%
C=CCOc1ccc(/C=C2/C(=O)ON=C2C)cc1OC | 3% | ? | 27%
CCC(CO)Oc1cc(NCc2cccc(O)c2)c2ncn(C(C)C)c2c1 (stereo not given) | 12% | 23µM* | 0%
CC(C)S(=O)(=O)c1oc(-c2ccc(F)cc2)nc1S(=O)(=O)c1ccc(F)cc1 | -4% | 0.29µM* | -8%
C=CCn1c(N2CCN(c3ccc(OC)cc3)CC2)nc2c1c(=O)[nH]c(=O)n2C | -5% | 15% | 1%
CCOC(=O)[C@H]1[C@H]2COc3ccc(Cl)cc3[C@@H]2N2C(=O)CN(Cc3ccco3)C(=O)[C@@]12C | -1% | 26µM* | -2%
O=C1CCC(C(=O)N2CCC(CO)CC2)CN1Cc1ccc(Cl)cc1 (stereo not given) | 10% | 3% | 0%
COC(=O)c1ccc(COc2ccccc2OC)o1 | 18% | 1% | -1%
CC(Oc1ccccc1)C(=O)Nc1cccc(-c2nc3ccccc3[nH]2)c1 (stereo not given) | 11% | ? | -4%
COc1cccc(CNC(=O)CN2C(=O)CCCc3ccccc32)c1OC | 14% | -10% | -7%
CCOc1ccccc1/C=N/OCC(=O)NCc1ccc(F)cc1 | -12% | 0% | -6%
COc1ccc2c(=O)cc(C(=O)O)oc2c1 | 0% | 19% | 3%
CCOC(=O)c1nnn(-c2nonc2OC)c1-c1ccccc1 | -3% | -7% | 2%
Cc1ccc(S(=O)(=O)N2C[C@@H]3CCCC[C@@H]3[C@@H](C)[C@H]2c2cn(Cc3ccccc3)c3ccc(F)cc23)cc1 | 15% | 6.5µM* | -4%
CC1=CC(C)(C)NC(=S)N1c1ccc(C)cc1 | -7% | 21µM* | -2%
NC(=O)c1ccsc1NC(=O)COC(=O)c1ccc([N+](=O)[O-])o1 | -2% | ? | 2%
O=C(Oc1ccc2c(c1)O/C(=C\c1ccncc1)C2=O)c1ccccc1 | -1% | ? | -3%
O=C(NCc1ccco1)c1cc(S(=O)(=O)NC2CC2)ccc1Br | 7% | 2% | 0%
O/N=C\c1cccn1-c1ccc(Br)cc1 | 1% | -30% | 2%
CCN(C(=O)c1cc2c(=O)n3ccccc3nc2n1CCCOC)C1CCCCC1 | 10% | ? | ?
COc1ccc(CC(=O)n2c(CC#N)nc3ccccc32)cc1OC | 6% | -13% | -6%
CSc1ccccc1C(=O)N(C)Cc1ccccc1 | 1% | 3% | -2%
COc1ccc(NC(=S)Nc2cc(C)[nH]n2)cc1Cl | -2% | ? | 0%
C=CCN1C(=O)C2(c3ccccc31)C1CCCC=C1C(C#N)=C(N)C2(C#N)C#N (stereo not given) | -3% | ? | -14%
CN1C(=O)c2ccccc2NC(=O)[C@]12O[C@@H]2c1cccc(O)c1 | 2% | -22% | ?
CC(C)c1ccccc1NC(=O)COC(=O)Cc1cccc(C(F)(F)F)c1 | -3% | ? | -3%
CCOC(=O)C1=C(C)N=c2s/c(=C\c3ccc(O)c([N+](=O)[O-])c3)c(=O)n2C1c1ccccc1OC (stereo not given) | -13% | -17% | -2%
CCOc1ccc(C(C)NC(=O)c2ccc3c(c2)NC(=O)C(C)S3)cc1OCC (stereo not given) | 7% | -22% | -2%

Filtered by structure, the entries above with a cyano group (six)
SMILES | FEN1 inhibitor | TDP1 cell CPT | GCN5L2 inh
N#Cc1c2c(c(-n3cnc4ccccc43)n3c1nc1ccccc13)CCC2 | 18% | ? | -5%
N#C/C(=C/c1ccco1)C(N)=S | -5% | ? | ?
CN1CCN(/C=N/c2sc3c(c2C#N)CCCCC3)CC1 | 7% | ? | -3%
COCc1cc(C)nc(SCc2ccc(F)cc2)c1C#N | 1% | ? | -3%
COc1ccc(CC(=O)n2c(CC#N)nc3ccccc32)cc1OC | 6% | -13% | -6%
C=CCN1C(=O)C2(c3ccccc31)C1CCCC=C1C(C#N)=C(N)C2(C#N)C#N (stereo not given) | -3% | ? | -14%

Screens as filed in PubChem BioAssay.
